Tb MetRS inh: blocks T. brucei methionyl-tRNA synthetase activity; purified T. brucei MetRS, ATP depletion, Kinase-Glo luminescence; inhibition, % at 11.9 µM; actives 0.4% (n = 360,000);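 active = inhibition above a per-plate cutoff of the control wells' mean inhibition plus 3 SD, cut at about 5.5% in these data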;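 note: 0% = DMSO wells median and 100% = median of wells with control inhibitor compound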
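Measured by: Kinase-Glo luciferase luminescence reporting remaining unconsumed ATP. Material: purified T. brucei MetRS enzyme. Doses: 11.9 µM compound single dose, 0.9% DMSO. Medium: HEPES buffer containing pyrophosphatase, BSA, spermine, DTT. Times: 15 min preincubation, 2 h reaction, all 25 °C. Reagent: methionine, ATP and bulk E. coli tRNA.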
E coli Lon inh: inhibits E. coli Lon protease | actives 0.42% (n = 360,000) | P0A9M0 | purified E. coli Lon protease, fluorescence polarization | inhibition, % at 7.94 µM; in the data active = inhibition above about 13%, passing the limit was not always enough;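 note: 0% = enzyme with probe and DMSO and 100% = no enzyme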
MsrA act: activates bovine MsrA enzyme; purified bovine MsrA, absorbance read-out; activation, % at 10.6 µM; actives 0.3% (n = 360,000); AID 602163; in the data active = activation above about 7.5%;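 note: 0% = vehicle and 100% = reference activator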
PABP1 MLLE inh: blocks PAM2 peptide binding to the PABP1 MLLE domain; P11940; GST-MLLE / FITC-PAM2 fluorescence polarization; inhibition, % at 20 µM; actives 0.36% (n = 360,000); AID 588489; in the data active = inhibition above about 35%, passing the limit was not always enough;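 note: plate controls were DMSO wells with GST-MLLE for no effect and wells lacking GST-MLLE protein for full effect; some results filed as inactive read as strong as hits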
MsrA inh: bovine MsrA inhibition | AID 651718 | actives 0.75% (n = 360,000) | purified bovine MsrA, absorbance read-out | inhibition, % at 15.5 µM; in the data active = inhibition above about 4.5%;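 note: 0% = vehicle wells with enzyme and 100% = reference inhibitor wells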
FAS TE block: FAS thioesterase (human) inhibition | recombinant FAS-TE, OMFH fluorogenic substrate, fluorescence endpoint | actives 0.67% (n = 360,000) | inhibition, % at 15 µM | P49327;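 active = compounds whose normalised, plate-corrected inhibition of enzyme fluorescence in the single-dose primary screen is 50% or more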;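 note: 0% = DMSO with enzyme and 100% = substrate without enzyme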
SKN-1 inh: inhibitors of C. elegans SKN-1 | inhibition, % at 21.8 µM | C. elegans VP596 Pgst-4::GFP/RFP ratio, acrylamide-induced, 24 h | actives 0.49% (n = 360,000);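 active = interference check ratio from 0.5 to 1.5 plus GFP to RFP signal ratio inhibition reaching or exceeding a fixed threshold, cut at about 30% in these data, passing the limit was not always enough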; note: some compounds called inactive have numbers as strong as hits
MT1-MMP act inh: MT1-MMP (human) activation inhibition | P50281 | HT1080 RFP-PRO-GFP cells, GFP/RFP ratio fluorescence, overnight; percent of plate control window, DMSO zero | GFP/RFP ratio change, % at 20 µM | actives 0.061% (n = 360,000);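 active = GFP/RFP ratio change of at least 30% with cell ATP level not reduced by more than half and red fluorescence within 50% of control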; note: strong numbers were not always called active
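Assay system – RFP-PRO-GFP reporter HT1080 cells · Compound dosing – single dose of 20 µM compound, 1% DMSO final · Incubation – overnight compound exposure at 37 °C · Measure – GFP/RFP fluorescence ratio · Benchmarks – DMSO wells and RFP-L50D-GFP cells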
NRP1-CendR mod: modulators of CendR peptide binding to human neuropilin-1; actives 0.85% (n = 360,000); inhibition, % at 25 µM; FAM-RPARPAR peptide binding to NRP-1, fluorescence polarization;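 active = inhibition or corrected inhibition above about 18%, plus a signal ratio from 0.5 to 1.5, limit read from the data, passing the limit was not always enough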; note: strong numbers were not always called active
The depositor's hits bear a star; . = no result given. An unsorted share of the library; overall some 4% were active at least once.

SMILES	Tb MetRS inh	E coli Lon inh	MsrA act	PABP1 MLLE inh	MsrA inh	FAS TE block	SKN-1 inh	MT1-MMP act inh	NRP1-CendR mod
CCc1nc(SCc2ccc([N+](=O)[O-])cc2)n[nH]1	-0.9	-11.0	-5.0	-0.9	0.2	-3.8	1.0	-0.6	-4.3
Cn1nc(-c2ccc(C(=O)NC3CCCCC3)cc2)c2ccccc2c1=O	-0.3	11.2	-5.2	5.2	-1.0	-1.8	0.8	1.6	10.0
CCc1noc(C)c1C(=O)NNC(=O)COc1ccc(Br)cc1	-0.1	8.1	-1.4	-10.5	0.1	-3.9	-0.2	-2.0	-8.0
O=C(N/N=C/c1ccccn1)c1c[nH]c2ccccc12	0.7	3.3	-1.5	-11.0	2.2	-6.6	-8.6	1.9	-17.4
FC(F)(F)c1ccc(-n2cnc3ccccc32)nc1	0.8	5.4	-9.5	-3.8	1.5	0.7	5.2	-6.9	-8.1
Cc1ccc(-c2nnc(NC(=O)Cc3ccc(F)cc3)o2)c(C)c1	0.0	1.8	-2.9	-1.5	.	-4.4	-6.7	5.7	5.9
N#Cc1ccccc1NC(=S)NC(=O)c1cccnc1	2.1	0.6	-0.3	20.7	0.8	-6.7	14.6	2.6	16.9
CCOc1ccccc1NC(=O)Cn1nnc(C(=O)NCc2ccc3c(c2)OCO3)c1N	-0.2	-6.3	-0.2	-3.9	-0.8	-1.8	13.3	-11.5	-11.8
CC(C)CCN1CC(O)=C(c2nc3ccccc3[nH]2)C1=N	-1.1	-1.4	-11.4	-0.7	-1.4	-1.0	-1.0	11.4	-4.4
N#CC1=C(N)OC2=C(C(=O)CCC2)C1C1C=CCCC1 (stereo not given)	-0.7	4.4	-11.1	2.6	-0.9	-9.1	4.4	1.0	10.3
COc1ccc(NC(=O)CSC2=C(C#N)C(c3ccco3)C(C(=O)Nc3nc4ccccc4s3)=C(C)N2)cc1 (stereo not given)	-0.3	-1.8	-1.8	4.9	1.6	33.8	9.5	0.9	7.3
CC(C)(C)OC(=O)NCCCCCc1cn(CC(=O)NCCCCCCCCCCC(=O)N2CCN(C(=O)OC(C)(C)C)CC2)nn1	-0.5	-2.8	-7.8	-1.5	0.7	-15.4	-13.3	8.7	-3.1
O=C(COC(=O)C12CC3CC(CC(Cl)(C3)C1)C2)N1CCCCC1	-0.1	-3.8	-5.7	-5.5	0.7	-1.3	23.8	1.6	11.9
Cc1ccc(S(=O)(=O)N2CCN(CC(=O)N3CCOCC3)CC2)cc1	-0.2	-4.0	-2.5	0.0	0.2	-6.8	10.6	0.3	16.4
COc1ccc(-c2noc(C(C)NS(=O)(=O)c3ccc(NC(C)=O)cc3)n2)cc1 (stereo not given)	-0.2	3.6	-2.0	5.2	-0.4	-6.3	3.7	-4.1	-6.8
C/C(=N\NC(=O)CN(c1ccc(Oc2ccccc2)cc1)S(C)(=O)=O)C(C)(C)C	-0.7	7.2	-4.2	-26.2	0.7	14.4	5.4	1.7	17.4
CCOC(=O)CC1COc2ccccc2N1C(=O)c1ccc(C)cc1 (stereo not given)	0.6	-3.1	-0.8	9.5	0.5	-1.1	13.0	1.3	-5.2
COc1ccc(NC(=O)c2sc3nc(N4CCOCC4)c4c(c3c2N)CCCC4)c(OC)c1	0.3	-4.1	1.1	-2.1	1.1	5.6	6.5	-1.4	1.1
O=C(CN1CCN(Cc2ccccc2)CC1)N/N=C/C=C/c1ccccc1[N+](=O)[O-]	0.9	3.5	-3.0	0.5	0.3	-5.6	-0.3	0.3	-11.0
Cc1ccc(NC(=O)c2ccc3nc[nH]c3c2)cc1C	-0.9	-3.5	-2.0	4.2	-0.6	-10.9	17.8	10.4	-2.1

An excerpt from above, limited to MsrA act and E coli Lon inh.
Structure,MsrA act,E coli Lon inh
Cn1nc(-c2ccc(C(=O)NC3CCCCC3)cc2)c2ccccc2c1=O,-5.2,11.2
CCc1noc(C)c1C(=O)NNC(=O)COc1ccc(Br)cc1,-1.4,8.1

Next compounds:
SMILES	Tb MetRS inh	E coli Lon inh	MsrA act	PABP1 MLLE inh	MsrA inh	FAS TE block	SKN-1 inh	MT1-MMP act inh	NRP1-CendR mod
Cc1c(C(=O)N/N=C/c2ccc(O)cc2)sc(=S)n1C	-0.4	10.7	-6.3	-0.7	5.8*	19.2	1.3	-1.6	10.6
CN(C)C(CNC(=O)c1cccc(NS(=O)(=O)c2ccc(Br)cc2)c1)c1ccco1 (stereo not given)	-0.3	-2.2	0.1	-0.9	-0.1	-3.4	14.8	-2.3	-17.2
COc1ccc2[nH]c(C(=O)O)c(CCNC(=O)/C=C/c3ccc(O)c(OC)c3)c2c1	-0.7	-15.7	-4.6	2.2	0.6	0.5	-4.0	-1.6	4.5
CS(=O)(=O)N(CC(=O)NC1CCCCC1)c1cccc(Cl)c1	-0.1	7.8	-1.0	8.7	1.7	-3.4	9.6	4.8	-3.7
CCN(CC)CCOC(=O)c1c(C)n(C)c2ccc(OC)cc12	-0.9	-1.3	-2.0	-0.1	0.2	-9.3	-10.6	-0.9	-0.6
C/C(=N/NC(=O)c1nnn(-c2nonc2N)c1-c1ccccc1)c1ccc2c(c1)OCO2	-0.3	3.4	-3.3	-5.7	1.5	5.1	12.9	0.1	9.4
COc1ccc(Cl)cc1NC(=O)CN(C)C(=O)/C=C/c1ccco1	-0.1	-5.0	-3.0	1.1	0.9	7.9	11.1	-1.8	-10.0
COc1cnn(-c2ccccc2)c(=O)c1SCc1ccc(Cl)c(Cl)c1	-1.1	-0.3	-7.0	17.0	0.9	33.3	13.7	5.2	-10.2
COC(=O)Cc1coc2cc(OC)ccc12	-0.3	-7.7	-2.3	-6.7	0.1	-5.2	-17.3	-0.6	-2.2
Cc1cccc(-c2noc(CN(C(C)C)S(=O)(=O)c3ccc(F)cc3)n2)c1	-1.1	-12.6	-1.4	-2.0	0.4	13.3	-19.4	-3.7	-37.4
O=C(CCC(=O)N1CCN(S(=O)(=O)c2ccc(Cl)cc2)CC1)NCc1cccc(C(F)(F)F)c1	-0.2	-5.1	-2.4	1.2	-0.1	17.4	9.2	-7.2	11.7
O=S(=O)(NCc1ccccc1)c1ccccc1NCc1ccc(Cl)cc1	0.8	-1.1	-1.1	-1.3	0.2	22.6	-3.1	2.1	-1.7
C=CCNc1nc(N2CCCCC2)c(C#N)c2c1CN(Cc1ccccc1)CC2	-0.8	2.4	-5.0	22.0	0.9	1.9	28.8	-17.6	-11.7
CC1CCN(CCCNC(=O)c2cc3sccc3n2C)CC1	0.0	-13.2	-0.4	-5.5	0.2	-5.4	-7.3	2.9	-6.6
CC1CCCN(C(=O)COC(=O)c2cc(-c3cccs3)nn2-c2ccccc2)C1 (stereo not given)	-0.3	1.6	-6.3	-18.1	-0.8	12.2	-13.2	-0.7	10.2
COc1ccc(OC)c(CCNC(=O)CC2(CC3=NS(=O)(=O)c4ccccc4N3)CCCC2)c1	-0.8	-5.8	-6.6	19.0	-0.6	22.0	-22.3	-2.7	0.4
Cc1csc(NC(=O)C2CCCO2)n1 (stereo not given)	-0.6	-7.7	-1.5	13.6	0.5	-6.8	6.5	2.4	3.5
CCOC(=O)C(=CNc1cc(C(F)(F)F)ccc1N1CCOCC1)C(=O)OCC	-0.8	8.0	-2.0	-14.1	0.2	25.9	-13.4	-0.2	4.6
COc1ccc(CN(C)Cc2c(O)ccc3ccccc23)cc1	-0.1	-0.3	-9.8	19.9	1.0	2.4	-4.5	-5.5	12.0
COc1ccccc1CC(NC(C)=O)C(=O)NC1CCN(C(=O)Nc2cccc(F)c2)CC1 (stereo not given)	0.4	-4.5	-3.2	4.7	0.7	-3.5	7.4	-0.8	0.6

3 entries from above, sorted by the value under E coli Lon inh, descending:
smiles | E coli Lon inh
C/C(=N\NC(=O)CN(c1ccc(Oc2ccccc2)cc1)S(C)(=O)=O)C(C)(C)C | 7.2
FC(F)(F)c1ccc(-n2cnc3ccccc32)nc1 | 5.4
N#CC1=C(N)OC2=C(C(=O)CCC2)C1C1C=CCCC1 (stereo not given) | 4.4

Other entries:
SMILES	Tb MetRS inh	E coli Lon inh	MsrA act	PABP1 MLLE inh	MsrA inh	FAS TE block	SKN-1 inh	MT1-MMP act inh	NRP1-CendR mod
Cc1cc(C(=O)COc2ccc(Cl)cc2Br)c(C)n1C	-1.1	10.6	-13.9	6.5	0.0	24.1	-4.4	-5.0	2.3
O=C(Nc1ccc(NC(=O)C2CC2)nc1)c1ccncc1	0.0	-0.9	-3.6	-5.0	0.2	-6.6	-7.1	-0.7	-6.9
COC(=O)c1ccc(Nc2cc(C)nc3nc(C)nn23)cc1	2.6	-8.8	-4.4	-10.2	2.3	-5.5	2.3	9.9	8.1
CC(C)CC(C(=O)O)N1C(=O)[C@@H]2[C@H](C1=O)[C@@H]1C[C@H]2C(Br)C1Br (stereo not given in full)	0.1	4.0	1.6	-7.9	1.0	-5.3	-0.5	3.5	3.0
COc1cccc(Cn2nnc(C(=O)NCc3ccc4c(c3)OCO4)c2N)c1	-0.7	-4.5	-3.7	11.3	-0.7	1.8	3.7	-2.5	-15.6
CC1=C(C(=O)N2CCOCC2)CC(CC(=O)NCCN2CCOCC2)C(=O)N1Cc1ccc(C(C)(C)C)cc1 (stereo not given)	0.1	8.4	0.1	-2.6	-0.6	-5.6	7.5	1.9	-4.2
Cc1ccc(C)c(OCCC(=O)OCC(=O)NC2CCCC2)c1	-0.1	3.0	-0.1	13.1	0.2	-3.8	3.2	-0.6	-10.4
O=C(CCCCC(=O)NNC(=O)COc1ccccc1)NNC(=O)COc1ccccc1	-0.8	3.4	-6.9	16.1	-1.7	-4.1	-1.5	2.5	-1.4
COc1ccc(OC)c(NC(=O)c2nnn(CC(=O)Nc3ccc4c(c3)OCO4)c2N)c1	-1.0	4.5	-7.9	3.8	.	-0.4	8.5	-3.6	3.8
CCCCN(C)CCNC(=O)CCn1nc(-c2ccc(C)cc2)ccc1=O	0.0	-3.4	-2.1	3.9	-0.7	-4.0	13.4	3.7	7.1
c1cncc(CNc2ncnc3sc4c(c23)CCC4)c1	0.4	1.4	-4.6	17.1	-0.6	-1.7	7.0	-6.2	-6.1
O=C(CSc1nnc(-c2cccnc2)n1Cc1ccco1)c1ccc2ccccc2c1	-0.7	-13.7	-9.1	-12.6	0.4	1.8	8.6	2.3	-19.3
CCCc1c(C)nc2ccc(OC)cc2c1SCCC(=O)O	1.2	-1.0	-1.1	0.9	0.9	-6.3	6.2	-1.5	-7.5
CSc1cccc(NC(=O)C(C)NS(=O)(=O)c2ccc(F)cc2)c1 (stereo not given)	-0.3	6.8	-6.1	7.3	1.8	-0.2	-11.2	-2.0	-14.3
Clc1ccc(-c2nn3cnnc3s2)c(Cl)c1	0.7	1.2	-0.8	-94.1	0.7	-5.0	13.7	0.3	2.1
CCC(=O)Nc1ccc(S(=O)(=O)NC[C@H]2O[C@@H](n3cnc4c(=O)[nH]c(N)nc43)[C@H](O)[C@@H]2O)cc1	-1.0	-2.8	-12.1	13.4	0.5	-5.8	5.0	0.5	2.2
CCC(C)(C)NC(=O)/C=C/c1cnc2ccccc2n1	-0.3	-4.8	-3.4	4.8	3.1	-4.1	5.0	3.0	-4.3
O=C(CNc1ccc(F)cc1)N/N=C1\CCCc2ccccc21	0.0	1.5	-2.0	-0.2	0.1	12.5	-0.7	2.9	18.0

Assay outcomes (PubChem)
